High-throughput results as filed in PubChem.
GAA spleen mod – qHTS Assay for Inhibitors and Activators of Human alpha-Glucosidase From Spleen Homogenate; actives 0.006% (n = 240,000); human spleen homogenate, 4-MU-alpha-glucoside fluorescence; Lysosomal alpha-glucosidase (Homo sapiens), P10253; Potency, µM (series often up to 79.9 µM), for inactives: at the highest dose activity change, negative = inhibition, usual class: inhibitors;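 also: 0% = enzyme with vehicle and -100% = no enzyme basal signal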
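Compounds were titrated against alpha-glucosidase in spleen homogenate at pH 5.0, with 1 mM 4-methylumbelliferyl substrate for 40 min at 37 C. Reactions were quenched with pH 10 NaOH/glycine and fluorescence measured.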
Tau ThT inhib – qHTS for Inhibitors of Tau Fibril Formation, Thioflavin T Binding; Potency, µM (series often up to 57.4 µM), for the others: at the top dose activity, negative = inhibition, usual class: inhibitors; recombinant tau K18 P301L, heparin-induced fibrillization, ThT fluorescence; actives 2.1% (n = 270,000); Microtubule-associated protein tau (Homo sapiens), P10636; AID 1460, 2008; also: % is scaled to controls: 0 for no effect and ±100 for the full control effect; nearly all actives have a fitted effect of over 55% in size
Target sequence (P10636 561-689 P618L limits assumed): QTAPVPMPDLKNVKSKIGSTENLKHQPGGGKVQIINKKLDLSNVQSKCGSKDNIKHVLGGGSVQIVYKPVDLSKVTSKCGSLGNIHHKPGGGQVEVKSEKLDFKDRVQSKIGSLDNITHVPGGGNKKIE
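Fibril formation assay: tau K18 P301L at 15 uM with trace Alexa 594 label, heparin inducer 20 uM, pH 7 sodium acetate buffer, 37 C for 6 hr; endpoint ThT signal.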
GLA spleen mod – qHTS Assay for Inhibitors and Activators of Human alpha-Galactosidase From Spleen Homogenate. Alpha-galactosidase A (Homo sapiens), P06280. human spleen homogenate, 4MU-alpha-Gal fluorescence, 40 min. Potency, µM (top dose mostly 80 µM), for the others: top-dose activity change, negative = inhibition, actives largely listed as inhibitors. actives 0.008% (n = 240,000). AID 2107, 2009;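 also: 0% = enzyme with vehicle and -100% = no enzyme basal signal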
Target sequence (P06280 32-429 limits assumed): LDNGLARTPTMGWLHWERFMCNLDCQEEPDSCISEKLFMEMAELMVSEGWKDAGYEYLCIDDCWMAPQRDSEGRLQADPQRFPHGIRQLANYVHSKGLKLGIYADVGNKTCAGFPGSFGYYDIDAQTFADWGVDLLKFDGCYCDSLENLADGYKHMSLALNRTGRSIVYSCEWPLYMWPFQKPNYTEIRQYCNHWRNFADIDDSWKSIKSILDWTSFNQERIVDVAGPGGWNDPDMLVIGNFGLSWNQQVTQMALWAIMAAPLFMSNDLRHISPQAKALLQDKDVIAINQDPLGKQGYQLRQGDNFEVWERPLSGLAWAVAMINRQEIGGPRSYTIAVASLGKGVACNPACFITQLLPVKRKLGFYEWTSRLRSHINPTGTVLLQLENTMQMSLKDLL
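Inhibition or activation of alpha-galactosidase in human spleen homogenate is scored by 4-MU fluorescence after 40 min at 37C, pH 5.0, with 1 mM substrate. AC50s come from concentration-response fitted to the Hill equation.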
Tau fluor cs – Counterscreen qHTS for Inhibitors of Tau Fibril Formation, Fluorescence Polarization | tau K18 P301L (four-repeat tau fragment) Alexa594 fluorescence, heparin fibrillization | Potency, µM (top dose mostly 57.7 µM), inactives show at the top dose activity change, negative = decrease | actives 0.93% (n = 280,000) | AID 1463, 2008; also: % is scaled to controls: 0 for no effect and ±100 for the full control effect; nearly all actives have a fitted effect of over 55% in size
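Human K18 P301L tau (15 uM unlabeled plus 0.24 uM Alexa 594-labeled, final) in 100 mM sodium acetate pH 7 was mixed with compound and 20 uM heparin and incubated 6 hr at 37 C.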
GAA inh – qHTS Assay for Inhibitors of Human alpha-Glucosidase as a Potential Chaperone Treatment of Pompe Disease. Lysosomal alpha-glucosidase (Homo sapiens), P10253. purified human GAA, 4-MU-alpha-glucoside fluorescence. Potency, µM (doses to about 76.9 µM), for the others: at the top dose activity change, negative = inhibition, actives largely listed as inhibitors. actives 0.005% (n = 200,000);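 also: plate controls were uninhibited enzyme wells for no effect and no-enzyme background for full effect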
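Enzyme (4 nM final) mixed with compound (up to 77 uM), then 4-MU-alpha-D-pyranoside (400 uM final) added; 20 min at room temperature, pH 5.0. Reaction stopped at pH 10, fluorescence read, AC50 derived by Hill fit.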
Tau FP inhib – qHTS for Inhibitors of Tau Fibril Formation, Fluorescence Polarization; AID 1468, 2008; K18 P301L tau heparin fibrillization, Alexa594 FP, 6 h; Potency, µM (doses to about 57.7 µM), for inactives: top-dose activity, negative = inhibition, actives largely listed as inhibitors; actives 0.39% (n = 280,000); also: % is scaled to controls: 0 for no effect and ±100 for the full control effect; nearly all actives have a fitted effect of over 55% in size
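Human K18 P301L fragment (15 uM unlabeled plus 0.24 uM Alexa 594-labeled) in 100 mM sodium acetate pH 7 with compound, aggregation induced by 20 uM heparin for 6 hr at 37 C. ThT (30 uM) added for 1 hr, then Alexa 594 FP read.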
GAA glycogen – qHTS Assay for Inhibitors and Activators of Human alpha-Glucosidase Cleavage of Glycogen; Lysosomal alpha-glucosidase (Homo sapiens), P10253; recombinant GAA, glycogen substrate, Amplex Red glucose oxidase fluorescence; Potency, µM (top dose mostly 76.4 µM), for the others: at the highest dose activity change, negative = inhibition, actives largely listed as inhibitors; actives 0.38% (n = 300,000); AID 2100, 2009;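 also: 0% = full enzyme reaction and -100% = no-enzyme basal signal; the screen sought inhibitors and activators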
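Recombinant enzyme (4 nM final) with compounds titrated up to 77 uM and bovine liver glycogen (30 ug) in citrate pH 5.0, 0.01% Tween-20, 37 C 40 min. Released glucose detected by Amplex Red/glucose oxidase (Ex 573/Em 610); AC50 from Hill fits.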
HTT cytoprotect – qHTS Multiplex Assay to Identify Dual Action Probes in a Cell Model of Huntington: Cytoprotection (ATP) | PC12 HTT-Q103 induced, cytoprotection, ATP luminescence, 40 h | Potency, µM (highest dose often 56.4 µM), for inactives: cytoprotection (ATP increase), most hits filed as activators | actives 0.14% (n = 230,000) | AID 1471, 2008;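 also: % of control where 0% means no effect; nearly all actives have a fitted effect of over 45% in size; toxic huntingtin expression switched on by the ecdysone agonist tebufenozide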
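PC12 cells stably carrying ecdysone-inducible Htt exon 1 (Q103)–GFP were induced with 100 nM tebufenozide (final) alongside library compounds in a dose series. Cytoprotection was scored as retained ATP by ATPlite luminescence.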
Starred values were filed as active, the others as inactive; ? = inconclusive; . = no result given; [ ] = another dose, or the depositor's remark. Calls follow the shape of the dose curve; as a rule, active = well fitted curve in the direction sought with a large enough effect; inconclusive = small, poorly fitted or top-dose-only effect, or another doubt; inactive = no such curve, though single readings can be large; an effect the other way counts as inactive or inconclusive. Potency is read from the fitted curve at half-maximal effect.

SMILES	GAA spleen mod	Tau ThT inhib	GLA spleen mod	Tau fluor cs	GAA inh	Tau FP inhib	GAA glycogen	HTT cytoprotect
Cc1ccc(-c2onc3ccc(Cl)cc23)cc1	1%	-1%	0%	5%	1%	-1%	-3%	20%[0.074 µM]
CCN(CC(=O)Nc1cc(Cl)ccc1OC)CC(=O)NC1CCS(=O)(=O)C1 (stereo not drawn)	-3%	4%	0%	0%	.	1%	3%	18%[10 µM]
CCOC(=O)N1CCN(C(=O)c2csc3c2CCCCC3)CC1	5%	-4%	1%	9%	-7%	7%	4%	1%
S=c1ccc2ccccc2[nH]1	-3%	-4%	-3%	7%	-3%	3%	-6%	-3%
CCCCN1C(=O)CC(N2CCOCC2)C1=O (stereo not drawn)	-1%	-2%	-1%	-1%	1%	2%	6%	7%
COc1ccc(C2C(C#N)=C(N)Oc3cc(N)ccc32)cc1OC (stereo not drawn)	-3%	?	3%	?	-10%	3%	-18%	-84%[inhibitor]
CC1CCN(C(=O)Cn2ncc3c4ccccc4n(C)c3c2=O)CC1	-4%	.	-4%	-10%	.	-13%	-3%	30%[10 µM]
CC(=O)c1c(C)[nH]c(C(=O)OCc2ccccc2F)c1C	-5%	3%	-4%	-3%	-6%	0%	5%	-6%[10 µM]
CCCCC[n+]1ccn(-c2nc3ccccc3nc2[N-]S(=O)(=O)c2ccc(C)cc2)c1	3%	-9%	8%	-13%	-4%	-8%	7%	-9%
COc1ccc(C2c3ccc4ccccc4c3Oc3ncn4nc(Cc5ccccc5)nc4c32)cc1OC (stereo not drawn)	-4%	-3%	4%	-9%	1%	-6%	3%	2%[10 µM]
Cc1ccc(C2C3=C(NCCN=C3c3ccccc3)C(=O)N2c2ccccc2)cc1 (stereo not drawn)	-4%	-10%	-1%	-10%	-8%	3%	-1%	6%
CC(C)c1ccc(Oc2cccc(C(=O)/C(C#N)=C/N(C)C)c2)cc1	-7%	?	-3%	-19%	-3%	7%	4%	-5%
O=[N+]([O-])c1cccc(-c2nnc(-c3ccccc3)o2)c1	1%	?	-1%	-13%	?	4%	7%	.
Cn1c(C(=O)N2CCC(C(=O)NCCc3ccc(S(N)(=O)=O)cc3)CC2)cc2sccc21	.	-13%	.	-18%	.	-4%	-2%[76.3 µM]	.
CC12CCC(C(=O)N(CC(O)CN3CCN(Cc4ccccc4)CC3)C1=O)C2(C)C (stereo not drawn)	2%	-3%	-4%	3%	.	1%	6%	34%[10 µM]
Cc1nc(CC(=O)O)c(-c2ccccc2)s1	-13%	2%	-2%	-2%	-4%	-4%	2%	-5%
Nc1nnn(CC(=O)N/N=C/c2cccc3ccccc23)n1	-3%	-7%	-14%	-5%	1%	4%	17%	-9%[10 µM]
Cc1scc(C(=O)N/N=C/c2ccsc2)c1C	0%	-2%	1%	3%	-2%	-7%	4%	.
C=CC[n+]1c(-c2ccc(C)cc2)csc1NNC(=O)Nc1ccccc1	3%	16µM*	9%	?	-8%	?	25µM*	-33%
Cc1cccc2c1-c1sc(C(=O)N3CCN(c4ccccc4)CC3)cc1CO2	.	?	.	-16%	.	5%	4%[76.3 µM]	.
CCOC(=O)C1CCN(C(=O)Nc2ccccc2Cl)CC1	4%	-2%	-12%	-1%	?	1%	6%	-5%[10 µM]
Cc1[nH]nc2c1C(c1cccs1)C1=C(CC(C)(C)CC1=O)N2 (stereo not drawn)	0%	-7%	0%	-7%	?	5%	-23%	-1%[10 µM]
CC1(C)Cc2c(sc(/N=C/N3CCOCC3)c2C#N)C(C)(C)N1	-11%	2%	-6%	3%	-4%	5%	3%	13%[10 µM]
CCCN1CNC(=S)N(c2ccccc2OCC)C1	-8%	5%	-4%	0%	-4%	-1%	-11%	19%[10 µM]
O=C(CSc1cn(CCNC(=O)c2ccccc2F)c2ccccc12)Nc1ccc(F)cc1	.	-20%	.	?	.	-13%	-13%[76.3 µM]	.
NC(=O)CC(NC(=O)c1ccccc1)c1ccc(NCCc2cccc(F)c2)c([N+](=O)[O-])c1 (stereo not drawn)	-6%	16µM*	-9%	-26%	.	-4%	-1%	5%[10 µM]
CCOC(=O)Cn1c(=O)oc2cc(S(=O)(=O)N(C)c3ccc(OC)cc3)ccc21	2%	.	14%	5%[0.0958 µM]	.	-2%[0.0958 µM]	-4%	4%[10 µM]
C=CCSC1=N/C(=C\c2cccnc2)C(=O)N1c1ccc(OC)cc1	-6%	?	-3%	-14%	?	-13%	12%	0%[10 µM]
Cc1cc(C(F)F)n2nc(C(=O)Nc3cc(Cl)ccc3C)nc2n1	.	-4%	.	-7%	.	-4%	-9%[76.3 µM]	.
O=C(O)c1ccc(CSc2nc3ccc(NC(=O)c4ccccc4C(=O)O)cc3s2)cc1	-11%	?	-1%	-12%	0%	12%	4%	12%[10 µM]
CC(C)Nc1ccc(C(CC(N)=O)NC(=O)c2ccc(Br)cc2)cc1[N+](=O)[O-] (stereo not drawn)	5%	?	-4%	-2%	.	0%	1%	20%[10 µM]
Cc1ccc(-c2nc(CN(C)C)cc(CN(C)C)c2O)cc1	0%	-2%	14%	3%	10%	-3%	7%	-5%
CCOC(=O)N1CCN(C(=O)c2cnc3n(c2=O)CCS3)CC1	3%	-1%	8%	2%	-13%	2%	2%	11%
CCc1ccc(OC(C)C(=O)N2CCC(c3nc4ccccc4s3)CC2)cc1 (stereo not drawn)	.	-18%	.	-7%	.	2%	-14%[76.3 µM]	.
Cc1cc(C)n2nc(SCC(=O)Nc3ccccc3C)nc2n1	.	-2%	.	5%	.	-2%	-5%	.
CCOc1ccc(-c2nnn(CC(=O)Nc3cccc(OC)c3)n2)cc1OCC	-4%	-10%	4%	?	-13%	?	2%	4%[10 µM]
COc1cccc(-c2csc3nnc(SCC(=O)NCc4cccs4)n23)c1	-1%	-14%	3%	-16%	13%	-4%	17%	-16%[10 µM]
CCOC(=O)N1CCC(NC(=O)c2ccc(NC(=O)C3CCCO3)cc2)CC1 (stereo not drawn)	-8%	-14%	1%	-12%	3%	-10%	12%	4%
NC12CC3CC(C1)CC(CC(=O)O)(C3)C2	-4%	7%	-9%	3%	1%	-1%	-1%	10%
N#Cc1c(Nc2ccccc2)c(/C=N/N=C/c2ccccc2)c[nH]c1=O	1%	-7%	-3%	-12%	-6%	5%	-10%	1%[10 µM]

Grouped by structure, the entries above containing fluorine.
SMILES	GAA spleen mod	Tau ThT inhib	GLA spleen mod	Tau fluor cs	GAA inh	Tau FP inhib	GAA glycogen	HTT cytoprotect
CC(=O)c1c(C)[nH]c(C(=O)OCc2ccccc2F)c1C	-5%	3%	-4%	-3%	-6%	0%	5%	-6%[10 µM]
O=C(CSc1cn(CCNC(=O)c2ccccc2F)c2ccccc12)Nc1ccc(F)cc1	.	-20%	.	?	.	-13%	-13%[76.3 µM]	.
NC(=O)CC(NC(=O)c1ccccc1)c1ccc(NCCc2cccc(F)c2)c([N+](=O)[O-])c1 (stereo not drawn)	-6%	16µM*	-9%	-26%	.	-4%	-1%	5%[10 µM]
Cc1cc(C(F)F)n2nc(C(=O)Nc3cc(Cl)ccc3C)nc2n1	.	-4%	.	-7%	.	-4%	-9%[76.3 µM]	.

(continued)
SMILES	GAA spleen mod	Tau ThT inhib	GLA spleen mod	Tau fluor cs	GAA inh	Tau FP inhib	GAA glycogen	HTT cytoprotect
Cc1csc(SC(C)C(=O)NCc2ccc3c(c2)OCO3)n1 (stereo not drawn)	0%	-3%	-8%	-5%	7%	-1%	3%	-33%
CCOc1ccc(OCCN2CCCCC2)cc1	-11%	-2%	1%	3%	-23%	-5%	7%	12%[0.074 µM]
COc1ccc(-c2cnc(SCC(=O)Nc3cc(C)on3)n2Cc2ccco2)cc1	-12%	-21%	-15%	-15%	-14%	4%	1%	-22%
Cc1oc(-c2cccc(Cl)c2)nc1CN1CCC(C(=O)NCc2ccco2)CC1	3%	-25%	11%	-9%	?	-2%	7%	-8%
CCS(=O)(=O)N1Cc2ccccc2CC1C(=O)Nc1nnc(SCc2ccc(C#N)cc2)s1 (stereo not drawn)	-4%	?	-2%	-16%	-7%	-4%	-2%	-5%[10 µM]
CCc1cc(/C(Cc2cscn2)=N\O)c(O)cc1O	-4%	-6%	-3%	-12%	0%	-1%	?	4%
Cc1ccc2oc(=O)n(CC(=O)N3CCOCC3)c2c1	-3%	-2%	-8%	-9%	-4%	6%	6%	2%[10 µM]
CCNC(=O)CN(c1ccc(Cl)cc1)S(=O)(=O)c1ccccc1	-16%	-9%	1%	-4%	-4%	6%	3%	16%
Cc1cccn2c(CNCC3(c4ccccc4)CCCC3)c(C(=O)N3CCOCC3)nc12	9%	-9%	-14%	-11%	-8%	-11%	-8%	9%[10 µM]
C=CCNC(=O)C(=O)c1cccn1-c1ccsc1C(=O)OC	-6%	6%	-4%	-4%	-4%	0%	-4%	0%
COc1ccc(/C=N/NC(=O)c2cccc(NC(=O)c3ccccc3)c2)c(C(=O)O)c1OC	1%	-19%	0%	-11%	4%	-2%	7%	-12%[10 µM]

Entries of single compounds as entered above. Order of screens: GAA spleen mod	Tau ThT inhib	GLA spleen mod	Tau fluor cs	GAA inh	Tau FP inhib	GAA glycogen	HTT cytoprotect
Cc1ccc2oc(=O)n(CC(=O)N3CCOCC3)c2c1 as listed: -3%	-2%	-8%	-9%	-4%	6%	6%	2%[10 µM]
CCOc1ccc(OCCN2CCCCC2)cc1 as listed: -11%	-2%	1%	3%	-23%	-5%	7%	12%[0.074 µM]

This is a random part of the collection. Share with any hit: about 3.3%.
